Giardia FBPA inh – blocks Giardia fructose-bisphosphate aldolase activity | A8B2U2 | purified Giardia FBPA | Potency, µM (highest dose often 59.6 µM), for inactives: at the highest dose activity, negative = inhibition, hits mostly inhibitors | hit rate 0.71% among 290,000; further: potency means the concentration at half of the fitted maximal effect; nearly all actives have a fitted effect of over 55% in size
Target sequence (A8B2U2 whole entry, looked up): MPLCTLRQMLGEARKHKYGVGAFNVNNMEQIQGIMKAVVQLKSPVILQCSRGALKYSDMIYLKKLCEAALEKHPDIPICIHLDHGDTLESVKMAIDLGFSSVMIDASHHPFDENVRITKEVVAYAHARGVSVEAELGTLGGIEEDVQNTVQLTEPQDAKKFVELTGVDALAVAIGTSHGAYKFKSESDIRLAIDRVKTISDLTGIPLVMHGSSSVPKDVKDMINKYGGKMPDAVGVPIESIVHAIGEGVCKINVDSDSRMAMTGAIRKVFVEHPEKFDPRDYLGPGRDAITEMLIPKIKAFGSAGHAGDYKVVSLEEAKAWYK
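Giardia FBPA (40 nM reagent) was preincubated 10 min at RT with compound (up to 57.5 uM final), then substrate plus GAPDH/TPI/NAD/arsenate coupling system with diaphorase/resazurin was added; resorufin fluorescence (525/598 nm) was read after 20 min.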
HCMV inh – human cytomegalovirus inhibition; HFF cells, HCMV-luciferase reporter, 72 h; active compounds read low; activity change, negative = inhibition, % at 57.5 µM; hit rate 4.5% among 410,000; in the data active means activity change below about -60%; inconclusive means no clear call, values can overlap the other calls; inactive means above about -39%
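Two compound doses tested in HFFs infected with HCMV-luciferase, MOI 1 PFU/cell, 72 h at 37C. Lysate luminescence read with OneGlo; data normalized against buffer-only and 10uM Salinomycin inhibitor controls.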
Sm TGR block – blocks Schistosoma mansoni thioredoxin glutathione reductase; Q962Y6; purified TGR, DTNB reduction, TNB absorbance 405 nm; Potency, µM (highest dose often 114 µM), without a hit: at the top dose activity change, negative = inhibition, actives largely listed as inhibitors; hit rate 3% among 360,000; further: potency means the concentration at half of the fitted maximal effect; nearly all actives have a fitted effect of over 60% in size
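First, TGR (20 nM dispensed) and NADPH were mixed with compound. Second, a 15 min room-temperature incubation followed. Third, further NADPH and then DTNB were added to start the reaction. Finally, TNB absorbance was monitored kinetically.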
AMA1 RON2 block – AMA1-RON2 (P. falciparum) interaction inhibition. AlphaScreen AMA1-biotinylated RON2 peptide binding. Potency, µM (top dose mostly 58.2 µM), without a hit: at the top dose activity change, negative = inhibition, most hits filed as inhibitors. hit rate 0.2% among 360,000. AID 720542;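 further: potency means the concentration at half of the fitted maximal effect; 0% = vehicle wells and -100% = peptide control; nearly all actives have a fitted effect of over 45% in size; some results filed as inactive show a strong effect at the top dose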
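AMA1 (3D7) with his tag at 25 nM final met compounds first, then biotinylated RON2 peptide at 25 nM; detection used donor plus acceptor beads, 10 µg/mL apiece, read by AlphaScreen after 30 min at room temperature.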
AmpC inh detg – inhibitors of E. coli AmpC beta-lactamase with detergent. hit rate 0.041% among 370,000. AID 485294. AmpC hydrolysis of nitrocefin, absorbance 480 nm, 0.01% Triton. P00811. Potency, µM (highest dose often 114 µM), inactives show at the highest dose activity change, negative = inhibition, actives largely listed as inhibitors;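 further: potency means the concentration at half of the fitted maximal effect; 0% = no-compound wells and -100% = no-enzyme wells; nearly all actives have a fitted effect of over 25% in size; some results filed as inactive show a strong effect at the top dose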
Target sequence (P00811 whole entry, looked up): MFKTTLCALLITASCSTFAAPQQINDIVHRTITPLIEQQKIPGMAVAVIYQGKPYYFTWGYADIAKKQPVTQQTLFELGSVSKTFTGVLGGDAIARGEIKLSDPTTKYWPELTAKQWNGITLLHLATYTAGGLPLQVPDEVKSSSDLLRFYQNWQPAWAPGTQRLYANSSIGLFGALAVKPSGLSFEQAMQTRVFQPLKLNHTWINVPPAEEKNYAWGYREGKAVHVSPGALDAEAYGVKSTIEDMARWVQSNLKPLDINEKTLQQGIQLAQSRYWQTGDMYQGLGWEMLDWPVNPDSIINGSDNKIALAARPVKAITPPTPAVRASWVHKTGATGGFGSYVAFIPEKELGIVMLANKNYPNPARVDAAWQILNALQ
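20 mM phosphate pH 7.0 + 0.01% (detergent screen) or 0.0001% Triton X-100; 5.3 nM AmpC reagent; cpd preinc 15 min RT; nitrocefin (800 uM stock) to start; A480 q20 s × 4 min; Activity was normalised to no-enzyme and no-compound control wells.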
HCV inh – inhibitors of hepatitis C virus infection; Potency, µM (top dose mostly 41.8 µM), without a hit: at the top dose activity change, negative = inhibition, most hits filed as inhibitors; AID 651820; hit rate 3.4% among 340,000; Huh7.5.1 HCVcc-Cre infection, luciferase reporter, 44 h; further: potency means the concentration at half of the fitted maximal effect
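Whole-lifecycle infectious HCVcc-Cre system; cells 1,000/well, compound then virus (~0.5 moi) added 4 h after plating, 44 h culture. Luciferase read 15 sec following 15 min substrate incubation, room temp.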
Numbers without * were called inactive; & = joins results of further samples; ! = repeats disagree; [ ] = another dose, or the depositor's remark. Unless noted, the call rests on the fitted dose curve; in most records, active means well fitted curve in the direction sought with a large enough effect; inconclusive means small, poorly fitted or top-dose-only effect, or another doubt; inactive means no such curve, though single readings can be large; an effect the other way counts as inactive or inconclusive. Unless noted, on the % scale 0 is the no-effect control and ±100 the full control effect.

Results for CC(C)(C)NC(=O)C(=O)NNC(=O)c1cccc(F)c1 ?
Giardia FBPA inh: -26%; HCMV inh: 64; Sm TGR block: -6%; AMA1 RON2 block: 71%[activator]; AmpC inh detg: -8%; HCV inh: 23%

How did CC(/C=N/NC(=O)Cn1cnc2c1c(=O)n(C)c(=O)n2C)=C\c1ccccc1 do in these assays?
Giardia FBPA inh: 0%; HCMV inh: -28; Sm TGR block: -2%; AMA1 RON2 block: 21%; AmpC inh detg: -3%; HCV inh: 6%

Results for COc1ccc(OC)c(/C=C/C(=O)N2CCN(S(=O)(=O)c3cc(C)ccc3C)CC2)c1 ?
HCMV inh: 0; Sm TGR block: -1%; AMA1 RON2 block: 16%; AmpC inh detg: -2%; HCV inh: inconclusive

What do the screens show for `[2H]C([2H])(CCOS(N)(=O)=O)c1ccccc1`?
Giardia FBPA inh: -1%; HCMV inh: 22; Sm TGR block: 4%; AMA1 RON2 block: -2%; AmpC inh detg: inconclusive; HCV inh: 14%

What do the screens show for `O=C(NCc1ccco1)C1CCN(C(=O)c2cc3sccc3n2Cc2ccc(Cl)cc2)CC1`?
Giardia FBPA inh: -6%; Sm TGR block: -5%; AMA1 RON2 block: 2%; AmpC inh detg: 1%; HCV inh: inconclusive

How did Cc1cc(NC(=O)c2ccc(Cl)cc2)ccc1NC(=O)c1ccccc1Cl do in these assays?
Giardia FBPA inh: 10%; HCMV inh: -12; Sm TGR block: -22%; AMA1 RON2 block: -3%; AmpC inh detg: -4%; HCV inh: inconclusive

What do the screens show for `Cc1ccccc1-n1nnnc1SCC(=O)c1c(N)n(C)c(=O)n(C)c1=O`?
Giardia FBPA inh: -9%; HCMV inh: 2; Sm TGR block: -11%; AMA1 RON2 block: -7%; AmpC inh detg: 3%; HCV inh: 10%

How did CCOC(=O)c1c(NC(=O)C(C)Sc2cn(CCNC(=O)c3ccc(OC)c(OC)c3)c3ccccc23)sc2c1CCC2 (configuration not stated) do in these assays?
HCMV inh: -108*; Sm TGR block: 1%; AmpC inh detg: 10%

What do the screens show for `Nc1nc(CN2CCN(c3ccccc3F)CC2)nc(Nc2ccc3c(c2)OCCO3)n1`?
Giardia FBPA inh: -3%; HCMV inh: -16; Sm TGR block: -8%; AMA1 RON2 block: inconclusive; AmpC inh detg: 2%; HCV inh: 23%

How did Cc1ccc(CNC(=O)CCC2CCCN(C(=O)c3ccc4c(c3)OCO4)C2)o1 (configuration not stated) do in these assays?
Giardia FBPA inh: 1%; HCMV inh: 0; Sm TGR block: 14µM*; AMA1 RON2 block: 1%; AmpC inh detg: 6%; HCV inh: 4%

How did Cc1ccc(-n2nc(CO)c(C(=O)NCCCCc3ccccc3)n2)cc1C do in these assays?
HCMV inh: -20; Sm TGR block: 9%; AmpC inh detg: 7%

Results for O=C(CSc1ccc2c(c1)OCCO2)NC(=O)NC1CCCC1 ?
Giardia FBPA inh: 2%; HCMV inh: 11; Sm TGR block: 0%; AMA1 RON2 block: -19%; AmpC inh detg: -8%; HCV inh: -8%

Brought forward from above: 2 entries, then new ones.
How did Cc1ccc(-n2nc(CO)c(C(=O)NCCCCc3ccccc3)n2)cc1C do in these assays?
HCMV inh: -20; Sm TGR block: 9%; AmpC inh detg: 7%

Results for O=C(CSc1ccc2c(c1)OCCO2)NC(=O)NC1CCCC1 ?
Giardia FBPA inh: 2%; HCMV inh: 11; Sm TGR block: 0%; AMA1 RON2 block: -19%; AmpC inh detg: -8%; HCV inh: -8%

What do the screens show for `CN(CC(=O)Nc1cccc(F)c1)C(=O)c1ccc(COc2ccccc2)cc1`?
HCMV inh: inconclusive; Sm TGR block: -1%; AMA1 RON2 block: 60%[activator]; AmpC inh detg: 0%; HCV inh: inconclusive

Results for COc1cc(CN(C2CCCCC2)S(=O)(=O)c2ccc(S(=O)(=O)N(C)C3CCCCC3)cc2)cc(OC)c1OC ?
Giardia FBPA inh: 3%; HCMV inh: -38; Sm TGR block: -4%; AMA1 RON2 block: -11%; AmpC inh detg: 2%; HCV inh: 10%

What do the screens show for `CN(C(=O)CCc1nnc(CCCCc2ccccc2)o1)C1CCOCC1`?
Giardia FBPA inh: 6%; HCMV inh: 34; Sm TGR block: -8%; AMA1 RON2 block: -25%; AmpC inh detg: 2%; HCV inh: 17%

Results for CC1(N(O)C=C2C=CC(=O)C=C2)CCCCC1=O (configuration not stated) ?
Giardia FBPA inh: 3%; HCMV inh: 29; Sm TGR block: 12%; AMA1 RON2 block: -14%; AmpC inh detg: -7%; HCV inh: 12%

Results for Cc1cc(C(=O)N2CCCC(C(=O)c3ccc4ccccc4c3)C2)n(C)n1 (configuration not stated) ?
Giardia FBPA inh: -1%; HCMV inh: -25; Sm TGR block: -3%[57.1 µM]; AMA1 RON2 block: -10%; AmpC inh detg: -8%; HCV inh: -13%

How did CN(CC(=O)O/N=C(\N)c1ccc([N+](=O)[O-])cc1)S(=O)(=O)c1ccc2ccccc2c1 do in these assays?
Giardia FBPA inh: 2%; HCMV inh: 15; Sm TGR block: 3%; AMA1 RON2 block: -10%; AmpC inh detg: 0%; HCV inh: -1%

What do the screens show for `Cc1cccc(C(=O)N[C@H](C(=O)Nc2cc(S(=O)(=O)N3CCCCC3)ccc2C)C(C)C)c1`?
Giardia FBPA inh: -5%; HCMV inh: 15; Sm TGR block: -11%; AMA1 RON2 block: -1%[2.32 µM]; AmpC inh detg: -13%; HCV inh: -8%

What do the screens show for `CCN(CC)CCNC(=O)c1cc2c(-c3cccc(OC)c3)nn(C)c2s1`?
Giardia FBPA inh: 2%; HCMV inh: -78*!; Sm TGR block: 0%&-2%; AMA1 RON2 block: -9%; AmpC inh detg: -8%&2%; HCV inh: 13µM*

How did O=C(O)COc1ccccc1/C=N/NC(=O)c1cccc(S(=O)(=O)N2CCOCC2)c1 do in these assays?
Giardia FBPA inh: inconclusive; HCMV inh: -36; Sm TGR block: -22%; AMA1 RON2 block: 31%[activator]; AmpC inh detg: 0%; HCV inh: 14%

How did CCC(C)N(C(=O)c1csnn1)C(C(=O)NCc1ccc(F)cc1)c1ccco1 (configuration not stated) do in these assays?
Giardia FBPA inh: -2%; HCMV inh: 9; Sm TGR block: 0%; AMA1 RON2 block: -27%; AmpC inh detg: inconclusive; HCV inh: 18%

How did CC(OC(=O)c1cc2ccccc2[nH]1)C(=O)N(C)c1ccccc1 (configuration not stated) do in these assays?
HCMV inh: 86; AMA1 RON2 block: 6%; HCV inh: -6%

What do the screens show for `COc1cccc2c1OC[C@@H](CO)[C@H]2N(C)C(=O)Nc1ccc(Cl)cc1Cl`?
Giardia FBPA inh: 2%; HCMV inh: -62*; Sm TGR block: -28%; AMA1 RON2 block: -6%; AmpC inh detg: -1%; HCV inh: inconclusive

Results for COc1ccc(OC)c(CNC(=O)c2cccc(NC(=O)N3CCSc4ncccc43)c2)c1 ?
HCMV inh: 0; Sm TGR block: 5%; AmpC inh detg: 15%

Results for CC(NC(=O)Cn1c(-c2cccs2)cc2cc(F)ccc21)c1ccccc1 (configuration not stated) ?
HCMV inh: -37; Sm TGR block: 0%; AmpC inh detg: 16%

Results for Cc1cc(=S)cc(C)n1CCO ?
Giardia FBPA inh: inconclusive; HCMV inh: -3; Sm TGR block: 14µM*; AMA1 RON2 block: -24%; AmpC inh detg: 0%; HCV inh: 26%

What do the screens show for `CC(CNS(=O)(=O)c1ccccc1)(c1ccccc1)N1CCOCC1` (configuration not stated)?
Giardia FBPA inh: 4%; HCMV inh: 13; Sm TGR block: -2%; AMA1 RON2 block: -5%; AmpC inh detg: 3%; HCV inh: 8%

What do the screens show for `Cc1ccc(-c2noc(C3CCCN(C(=O)c4ccccc4Br)C3)n2)cc1` (configuration not stated)?
Giardia FBPA inh: -3%; HCMV inh: inconclusive; Sm TGR block: 3%; AMA1 RON2 block: -3%; AmpC inh detg: -12%; HCV inh: 10µM*

Results for COc1ccccc1/C=C/CN1CC(C)OC(C)C1 (configuration not stated) ?
Giardia FBPA inh: -23%; HCMV inh: 4; Sm TGR block: -13%; AMA1 RON2 block: -14%; AmpC inh detg: -9%; HCV inh: -5%

Results for c1ccc2c(c1)CC1(CCCC1)N=C2N1CCOCC1 ?
Giardia FBPA inh: 6%; HCMV inh: -30; Sm TGR block: -7%; AMA1 RON2 block: -8%; AmpC inh detg: 4%; HCV inh: 5%

What do the screens show for `Fc1cccc(CSc2nnc3ccc(-c4ccncc4)nn23)c1`?
Giardia FBPA inh: 1%; HCMV inh: -14; Sm TGR block: 7%; AMA1 RON2 block: 4%; AmpC inh detg: -5%; HCV inh: -14%

Results for COc1ccccc1CNC(=O)CN1N=C(c2ccccc2)CCC1=O ?
HCMV inh: -4; Sm TGR block: 3%; AmpC inh detg: 1%

How did Cc1ccccc1C(=O)Nc1nncs1 do in these assays?
Giardia FBPA inh: 6%; HCMV inh: 1; Sm TGR block: 0%; AMA1 RON2 block: 2%; AmpC inh detg: -1%; HCV inh: 24%

Results for OC(CNc1nc(-c2cccnc2)nc2ccccc12)c1ccccc1 (configuration not stated) ?
Giardia FBPA inh: 9%; HCMV inh: -12; Sm TGR block: -10%; AMA1 RON2 block: -19%; AmpC inh detg: -8%; HCV inh: inconclusive

Results for COc1ccc(NC(=O)CSc2n[nH]c(-c3ccccc3)n2)cc1Cl ?
HCMV inh: -11; Sm TGR block: -2%; AmpC inh detg: -7%

Continued, starting with the last two of the part before.
Results for OC(CNc1nc(-c2cccnc2)nc2ccccc12)c1ccccc1 (configuration not stated) ?
Giardia FBPA inh: 9%; HCMV inh: -12; Sm TGR block: -10%; AMA1 RON2 block: -19%; AmpC inh detg: -8%; HCV inh: inconclusive

Results for COc1ccc(NC(=O)CSc2n[nH]c(-c3ccccc3)n2)cc1Cl ?
HCMV inh: -11; Sm TGR block: -2%; AmpC inh detg: -7%

What do the screens show for `CCN(CC(=O)Nc1c(F)cccc1F)C(=O)C1CCN(S(=O)(=O)c2ccccc2C(=O)OC)CC1`?
HCMV inh: 0; AMA1 RON2 block: 71%[activator]; HCV inh: 4%

What do the screens show for `O=C(Cc1cccs1)N[C@@H]1c2ccccc2CC[C@H]1OCc1ccccc1`?
HCMV inh: -99*; AMA1 RON2 block: 7%; HCV inh: 0%

How did Cc1ccc(-c2cnc(-c3ccccc3C(=O)O)o2)cc1 do in these assays?
Giardia FBPA inh: 7%; HCMV inh: 49; Sm TGR block: 10%; AMA1 RON2 block: -22%; AmpC inh detg: -2%; HCV inh: 7%

How did Cc1ccnc2c(N3C(=O)C4C5C=CC(C5)C4(C)C3=O)cccc12 (configuration not stated) do in these assays?
Giardia FBPA inh: 2%; HCMV inh: -10; Sm TGR block: -2%; AMA1 RON2 block: 10%; AmpC inh detg: inconclusive; HCV inh: 1%

How did O=C(Cn1cnc2sc(-c3ccccc3)cc2c1=O)NCCc1ccccc1 do in these assays?
Giardia FBPA inh: 1%; HCMV inh: -12; Sm TGR block: 3%; AMA1 RON2 block: -10%; AmpC inh detg: 7%; HCV inh: inconclusive

How did Cn1c(=O)c(-c2cccc(Cl)c2)c(O)c2ccccc21 do in these assays?
HCMV inh: -37; AMA1 RON2 block: 15%; HCV inh: 11%

Source: PubChem
